HIV peptide binding – inhibitors of HIV fusion peptide binding, primary screen, biochemical, uHTS, fluorescence dequenching (AID 1986); cell-free peptide binding, fluorescence dequenching, 30 min; higher % means a stronger effect; inhibition, % at 20 µM, or IC50 in µM where a hit was titrated; actives 0.3% (n = 290,000); in the data active = inhibition mostly above about 52%, no sharp cut-off; inactive = mostly below about 76%; note: some results filed as inactive read as strong as hits
AID2073 – inhibitors of Mint1-CaV2.2 protein interaction, biochemical, HTRF (AID 2073); HTRF protein-protein interaction, Mint1-CaV2.2; higher % means a stronger effect; inhibition, % at 20 µM, or IC50 in µM where a hit was titrated; actives 0.19% (n = 290,000); in the data active = inhibition mostly above about 51%, no sharp cut-off; inconclusive = no clear call, values can overlap the other calls; inactive = mostly below about 53%; note: some results filed as inactive read as strong as hits
NOD1 NF-kB reporter – NOD1 signaling inhibitors, primary screen, cell-based, luminescence, uHTS (AID 1578); inhibition, % at 4 µM; hits with a dose series show EC50 in µM; actives 1% (n = 290,000); NOD1-driven NF-kB luciferase reporter cells, luminescence; higher % means a stronger effect; in the data active = inhibition mostly above about 36%, no sharp cut-off; inactive = mostly below about 34%;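 note: HEK-293T reporter cells stimulated with the NOD1 agonist gamma-tri-DAP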
West Nile antiviral – West Nile virus antiviral activity, cell-based, CPE readout (AID 1621) | West Nile virus-infected cells, CPE inhibition; higher % means a stronger effect | CPE inhibition, % at 10 µM; hits with a dose series show IC50 in µM | actives 0.02% (n = 290,000); in the data active = a potency from the dose series; inconclusive = CPE inhibition mostly from about 3.7% at the one dose, without a potency; inactive = the rest, 99 in 100 with CPE inhibition below about 2.2%; note: strong numbers were not always called active
Yfh1-off respiration – enhancers of respiration in Yfh1-depleted yeast, dose response, Friedreich's ataxia, plus single-dose screen (AID 1465). S. cerevisiae Yfh1-off respiration, WST-1 reduction, 72 h; higher fold induction means a stronger effect. one-dose fold induction at 50 µM; EC50 in µM for titrated hits. actives 0.074% (n = 220,000);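 active = fold induction of absorbance versus untreated yeast above a set limit, then at least 30% activation at any dose in follow-up; inconclusive = repeats straddling the limit, or above it without dose testing; inactive = fold induction below the set limit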;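 note: activators that raise dye reduction in frataxin-depleted yeast; strong numbers were not always called active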
KOR beta-arrestin-1 – KOR antagonists, beta-arrestin recruitment, cell-based, luminescence, uHTS (AID 1778); KOR beta-arrestin recruitment, luminescence, antagonist mode; higher % means a stronger effect; Kappa-type opioid receptor (Homo sapiens); inhibition, % at 10 µM; hits with a dose series show IC50 in µM; actives 0.091% (n = 290,000); note: strong numbers were not always called active
Dengue-2 NS5 capping – Dengue-2 NS5 methyltransferase inhibitors, primary screen, biochemical, confirmation dose response (AID 588689). Genome polyprotein (Dengue virus type 2 (strain 16681-PDK53)). Dengue-2 NS5 methyltransferase capping enzyme assay, biochemical; higher % means a stronger effect. one-dose inhibition, % at 25 µM; IC50 in µM for titrated hits. actives 0.3% (n = 340,000); in the data active = a potency from the dose series; inconclusive = inhibition above about 29% without an active follow-up result
KOR beta-arrestin-2 – KOR agonists, beta-arrestin recruitment, primary screen, cell-based, luminescence, uHTS (AID 1777); Kappa-type opioid receptor (Homo sapiens); KOR beta-arrestin recruitment, luminescence; higher % means a stronger effect; activation, % at 10 µM; hits with a dose series show EC50 in µM; actives 0.02% (n = 280,000); in the data active = activation above about 50%, passing the limit was not always enough; note: a part of the inactive calls stands beside numbers as strong as those of hits
HEK293 NOD2/NF-kB – NOD2 signaling inhibitors, cell-based, luminescence, uHTS, HEK293 (AID 1566). HEK293 NOD2/NF-kB luciferase reporter, luminescence; higher % means a stronger effect. inhibition, % at 4 µM, or EC50 in µM where a hit was titrated. actives 0.63% (n = 290,000); note: many of its hits are not listed in these tables
Dengue-2 NS5 capping pilot replicate – also measured in Dengue-2 NS5 capping; calls as there; inhibition, %; measured here: pilot screen replicate inhibition
Active calls of the source: *; i = inactive; u = inconclusive; x = no result given; & = joins results of further samples; [ ] = dose if it differs, or a comment. Cut-off read from the data, not from the text of the source, unless noted: active = inhibition above about 50%; inactive = the rest. This is a subset, so the mix of outcomes need not match the whole.

SMILES | HIV peptide binding | AID2073 | NOD1 NF-kB reporter | West Nile antiviral | Yfh1-off respiration | KOR beta-arrestin-1 | Dengue-2 NS5 capping | KOR beta-arrestin-2 | HEK293 NOD2/NF-kB | others
Cc1ccccc1NC(=O)COc1nsnc1N1CCOCC1 | -3.0% | -2.6% | -5.4% | -0.6% | i | 4.3% | -7.3% | -0.8% | 7.1%
CC(C)(C)c1ccc(C(CC(=O)O)NS(=O)(=O)Cc2ccccc2)cc1 (configuration not stated) | 1.5% | 8.3% | -10.2% | -0.6% | x | 0.0% | 2.0% | 0.3% | 4.7%
COc1ccccc1NC(=S)NCCc1ccccc1 | -2.9% | -26.9% | -0.2% | 0.3% | i | 6.6% | -5.5% | 3.4% | -13.2%
COc1ccc(S(=O)(=O)NNC(=O)c2cc3ccccc3o2)cc1 | -1.1% | 3.6% | -1.4% | 0.0% | i | -20.1% | 0.0% | -1.9% | 4.4%
CCN(CC)CCN(C(=O)c1ccc(S(=O)(=O)N2CCCC2)cc1)c1nc2cc(C)cc(C)c2s1 | -1.6% | -8.0% | -15.0% | 0.3% | x | 9.4% | -3.9% | -2.2% | 8.7%
Cc1ccc(C)c(SCC(=O)Nc2nnc(-c3ccccc3)o2)c1 | 5.0% | -4.8% | -23.5% | x | x | -9.6% | -4.5% | 0.6% | -5.1%
O=C1NC(=S)N/C1=C/c1cc([N+](=O)[O-])ccc1O | -1.3% | 18.6% | -6.2% | 2.1% | i | 15.0% | -21.3% | -7.1% | 1.6%
CCCn1c(SCC(=O)NC(=O)NC(C)(C)C)n[nH]c1=O | -0.8% | 9.3% | -36.0% | 0.5% | i | -9.0% | -7.1% | -3.3% | 1.0%
CN(CCC#N)C(=O)COC(=O)C1c2ccccc2Oc2ccccc21 | 1.5% | 6.8% | -4.5% | -0.2% | x | 1.1% | -9.1% | -4.2% | 8.2%
Cc1ccc(S(=O)(=O)CC(O)COc2ccc(F)cc2Cl)cc1 (configuration not stated) | 1.8% | -10.8% | -28.1% | -1.1% | i | -35.7%[20 µM] | -7.0% | -5.7% | 19.5%
Cc1cc(C)c(C#N)c(Oc2ccc(O)cc2)n1 | -2.9% | 1.1% | -16.0% | 0.2% | i | 20.0% | 2.8% | -3.7% | 12.2%
Cc1ccc(Cl)cc1NC(=O)CC1NCCNC1=O (configuration not stated) | 1.5% | 11.3% | -8.0% | 0.1% | i | 49.1% | 0.0% | 0.8% | 13.6%
C=CC[n+]1c(/C=C/c2ccc(OC(C)=O)c(OC)c2)ccc2ccccc21 | -0.7% | 21.5% | 2.0% | -0.3% | x | 53.0% | 3.9% | 2.7% | -18.9%
COc1cc(C(=O)N/N=C/c2ccsc2C)cc(OC)c1OC | 0.2% | -6.9% | -5.4% | 0.4% | i | -109.1% | 0.7% | 1.9% | -52.3%
CSC1=NC(C(Cl)(Cl)Cl)N=C(c2ccccc2)N1 (configuration not stated) | 0.8% | 0.0% | -35.3% | 0.3% | i | -14.5% | -6.0% | 2.4% | -5.6%
COc1ccc(NCC(=O)n2c(C)c(C)c3ccccc32)cc1OC | -0.2% | -25.6% | -8.3% | 0.3% | i | -32.5% | -7.0% | 2.8% | 11.0%
O=C(CSc1nc2ccsc2c(=O)n1Cc1ccc(C(=O)O)cc1)NCc1ccco1 | 14.5% | -3.5% | -19.2% | 0.1% | i | 27.4% | 4.5% | -0.4% | 1.5%
CCc1nnc(NS(=O)(=O)c2ccc(NC(=O)CCC(=O)O)cc2)s1 | 1.1% | -3.6% | -36.0% | 0.0% | x | 6.8%[20 µM] | 0.4% | 2.7% | -12.8%
CCOc1ccc(OCCCCN2CCCC2)cc1 | -1.5% | 1.9% | -23.7% | -0.3% | i | 7.2% | -2.4% | 96.8% | -9.9%
CCNC(=S)N(Cc1cc2cccc(C)c2[nH]c1=O)C1CCCC1 | -4.3% | -18.2% | -12.6% | -1.4% | i | -22.1% | 2.6% | -3.8% | 7.9%
Cc1ccc(C)c(S(=O)(=O)N2CCN(C(C)C(=O)Nc3ccccc3-c3ccccc3)CC2)c1 (configuration not stated) | 1.7% | 5.7% | 2.5% | -1.9% | i | 19.2% | -4.8% | 7.6% | -34.6%
O=c1c2ccccc2nc(SCc2ccncc2)n1CC1CCCO1 (configuration not stated) | -1.1% | -6.1% | -4.0% | -0.2% | i | 8.9% | -2.9% | 1.4% | 23.0%
CCOc1ccccc1NC(=O)CN(C)S(=O)(=O)c1cccc2nsnc12 | -1.2% | 8.5% | 13.8% | 0.5% | i | -1.6% | 4.0% | -4.1% | 5.3%
CCN1CCc2c(sc(NC(=O)Cc3ccccc3)c2C(N)=O)C1 | 0.1% | 2.1% | 35.8% | 0.0% | x | -22.5%[20 µM] | 0.0% | -2.1% | 29.9%
CC(=O)/C=C1\N(C)c2ccc(C)cc2C1(C)C | 0.1% | 8.2% | -7.8% | -0.8% | i | -18.8% | 3.1% | -5.3% | 4.0%
CCOC(=O)C1CCCN(c2c(NCC3CCCO3)c(=O)c2=O)C1 (configuration not stated) | -1.5% | -1.2% | -8.5% | -0.2% | i | 8.7% | -0.7% | -2.8% | 8.2%
CCOc1ccccc1CNCCOC | -0.7% | -3.1% | -27.8% | 0.5% | i | -71.3%[20 µM] | -5.3% | 0.0% | 0.0%
COc1ccc(CC(=O)NCc2n[nH]c(=S)n2-c2ccccc2)cc1 | 1.3% | 23.4% | -21.1% | 0.3% | i | -4.1% | 6.2% | 1.9% | -11.1%
CCN(Cc1nc(-c2ccc(OC)cc2)no1)C(=O)c1ccoc1C | 2.1% | 6.8% | -26.6% | -0.4% | x | 1.2% | 0.7% | 0.9% | 0.4%
COc1cccc(N=Nc2ccc3ccccc3c2O)c1 | 3.7% | 17.5% | -81.3% | -0.6% | x | 1.7%[20 µM] | 15.5% | 0.7% | -153.5%

Four compounds drawn at random from those above, as already listed:
SMILES | HIV peptide binding | AID2073 | NOD1 NF-kB reporter | West Nile antiviral | Yfh1-off respiration | KOR beta-arrestin-1 | Dengue-2 NS5 capping | KOR beta-arrestin-2 | HEK293 NOD2/NF-kB | others
COc1cccc(N=Nc2ccc3ccccc3c2O)c1 | 3.7% | 17.5% | -81.3% | -0.6% | x | 1.7%[20 µM] | 15.5% | 0.7% | -153.5%
CCN1CCc2c(sc(NC(=O)Cc3ccccc3)c2C(N)=O)C1 | 0.1% | 2.1% | 35.8% | 0.0% | x | -22.5%[20 µM] | 0.0% | -2.1% | 29.9%
CCOc1ccccc1NC(=O)CN(C)S(=O)(=O)c1cccc2nsnc12 | -1.2% | 8.5% | 13.8% | 0.5% | i | -1.6% | 4.0% | -4.1% | 5.3%
CCOc1ccc(OCCCCN2CCCC2)cc1 | -1.5% | 1.9% | -23.7% | -0.3% | i | 7.2% | -2.4% | 96.8% | -9.9%

(more compounds)
SMILES | HIV peptide binding | AID2073 | NOD1 NF-kB reporter | West Nile antiviral | Yfh1-off respiration | KOR beta-arrestin-1 | Dengue-2 NS5 capping | KOR beta-arrestin-2 | HEK293 NOD2/NF-kB | others
COc1ccc2c(c1)c(C(=O)N/N=C/c1ccc(Cl)cc1)c(C)n2C | 0.5% | 4.0% | -1.6% | 0.3% | i | -19.7% | 4.7% | 0.5% | -8.5%
O=C(Nc1ccc2oc(-c3ccncc3)nc2c1)c1c(F)c(F)c(F)c(F)c1F | -1.9% | 24.4% | -8.3% | -0.3% | i | 10.0% | 4.0% | -2.5% | 8.3%
CC(C)c1nnc(NC(=O)CCC(=O)Nc2ccccc2)s1 | 0.8% | 1.8% | 0.9% | -0.2% | i | 11.3% | 4.6% | -0.3% | 6.1%
COc1ccc(CCCc2n[nH]c(=S)o2)cc1C | 4.5% | -7.7% | -14.5% | x | x | 15.3% | -6.8% | -4.5% | 14.0%
COC(=O)c1ccccc1NC(=O)C(C)NS(=O)(=O)c1ccc(OC)cc1 (configuration not stated) | -2.1% | -7.0% | -10.1% | 0.7% | i | 29.6% | -7.4% | -1.8% | 0.7%
CC(C)N(Cc1ccccc1)C(=O)COc1ccccc1 | -0.4% | -1.7% | -0.9% | -0.5% | x | -19.5%[20 µM] | 4.2% | -1.4% | 15.0%
N#Cc1sc2nc(C3CC3)cc(-c3ccc(Cl)cc3)c2c1N | 5.0% | 26.6% | -3.7% | -1.2% | i | 16.0% | 0.7% | 4.1% | 10.6%
CCCc1c(C)nn(-c2ncccc2[N+](=O)[O-])c1C | -0.6% | -0.7% | -0.2% | -0.3% | i | -9.0%[20 µM] | -5.8% | 0.8% | 11.3%
COC(=O)c1cccc(N(CC(=O)NC2CCCC2)C(=O)CCC(=O)Nc2cc(C)on2)c1 | -1.4% | 20.6% | -36.9% | -0.2% | x | -30.7% | -1.6% | 1.8% | -8.1%
Cc1c(C(=O)OC2CCCC2)[nH]c2c1C(=O)CC(c1ccco1)C2 (configuration not stated) | 3.4% | 9.7% | -35.8% | 0.6% | i | -199.6% | -4.4% | 5.5% | -39.9%
COc1ccc2[nH]c3nc(SC(C)C)nnc3c2c1 | 0.3% | u | -2.2% | x | x | 3.9% | -1.1% | 0.7% | -164.2%
O=C(NCCCNCc1ccccc1)c1ccccn1 | -1.0% | -9.1% | -13.0% | -0.2% | i | -6.5% | 0.8%&0.0% | -2.7% | 1.7% | Dengue-2 NS5 capping pilot replicate=-2.7
COc1ccc(C)c(NC(=O)NCCc2cnc[nH]2)c1 | -0.3% | 6.6% | -4.8% | -0.4% | x | -3.6% | -2.9% | 5.7% | 4.1%
C=CCn1c(=O)c2c(C)c(C)sc2n2c(Nc3ccc(OC)cc3)nnc12 | -3.8% | -6.0% | -17.6% | 0.0% | i | 2.3% | -3.2% | -2.0% | 11.7%
CNC(=O)c1ccc(CNC(=O)OCC(F)(F)F)cc1 | -0.8% | -3.0% | 3.8% | 0.2% | i | -25.7% | 2.9% | 0.7% | 13.7%
O=C(OCc1nc2ccccc2s1)c1cc2ccccc2oc1=O | 5.0% | 1.0% | -41.0% | -0.3% | i | 9.2% | x | -1.6% | -0.9%
CN(C)CCCNCC(=O)c1c(-c2ccccc2)n(C)c2ccccc12 | 1.9% | -1.6% | 3.5% | -0.3% | x | -5.0% | 2.0% | 3.6% | -25.5%
O=C(CCc1nnc(CCCCc2ccccc2)o1)N1CCC(N2CCCC2)CC1 | 0.2% | -1.3% | -35.7% | 0.1% | i | -11.1%[20 µM] | -2.6% | x | -1.6%
Cc1cc(NC(=O)CCN2C(=O)/C(=C\c3ccccc3Cl)SC2=S)no1 | 3.4% | -2.1% | -12.7% | 0.4% | i | -12.1% | 11.1% | 7.7% | -4.3%
COc1ccc(S(=O)(=O)Nc2nccs2)cc1OC | -1.6% | -15.4% | 19.3% | -0.7% | i | -1.4%[20 µM] | 2.2% | x | -12.6%
